# Screens from PubChem.
# Tb PGK inh: qHTS Assay to Find Inhibitors of Phosphoglycerate Kinase | Phosphoglycerate kinase, glycosomal (Trypanosoma brucei brucei), P07378 | PGK/GAPDH coupled, Kinase-Glo luminescence, 60 min | Potency, µM (highest dose often 57.5 µM), without a hit: at the top dose activity change, negative = inhibition, most hits filed as inhibitors | hit rate 0.043% among 380,000; note: % is set by controls: 0 for no effect and ±100 for the full control effect; nearly all actives have a fitted effect of over 60% in size
#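 Recombinant glycosomal PGK reaction used 1,3-bisphosphoglycerate generated in-well by GAPDH (100nM final) in 100mM TEA pH 7.6, 5mM MgCl2, 0.01% Tween-20. After 60 minutes at room temperature, ATP was read by Kinase-Glo Plus luminescence end-point.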
# ALOX12 inh: Primary qHTS assay for inhibitors of human arachidonate 12S-lipoxygenase (ALOX12): Round 2 | hit rate 1.1% among 580,000 | Potency, µM (doses to about 108 µM), for the others: at the highest dose activity change, negative = inhibition, hits mostly inhibitors | purified 12hLO, xylenol orange hydroperoxide absorbance; note: % is set by controls: 0 for no effect and ±100 for the full control effect
# Target sequence (P18054 whole entry, looked up): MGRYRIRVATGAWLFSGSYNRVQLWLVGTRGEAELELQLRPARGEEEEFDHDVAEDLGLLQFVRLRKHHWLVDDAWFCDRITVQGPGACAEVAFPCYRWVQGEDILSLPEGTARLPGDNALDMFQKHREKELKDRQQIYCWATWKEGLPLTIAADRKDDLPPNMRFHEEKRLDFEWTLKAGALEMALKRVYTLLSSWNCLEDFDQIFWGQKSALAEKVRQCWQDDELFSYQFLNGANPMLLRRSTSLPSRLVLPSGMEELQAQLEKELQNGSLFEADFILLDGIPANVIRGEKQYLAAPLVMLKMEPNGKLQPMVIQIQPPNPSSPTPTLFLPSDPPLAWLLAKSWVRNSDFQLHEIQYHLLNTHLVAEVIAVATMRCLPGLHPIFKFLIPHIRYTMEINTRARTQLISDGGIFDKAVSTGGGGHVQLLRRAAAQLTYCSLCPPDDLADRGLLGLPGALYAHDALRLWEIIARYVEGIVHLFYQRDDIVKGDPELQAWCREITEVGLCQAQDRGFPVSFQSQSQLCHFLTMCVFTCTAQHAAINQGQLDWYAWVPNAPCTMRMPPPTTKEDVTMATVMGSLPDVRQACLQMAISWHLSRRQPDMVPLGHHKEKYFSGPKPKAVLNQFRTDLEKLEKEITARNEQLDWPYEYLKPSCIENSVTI
#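 Hydroperoxide product was detected by ferrous iron/xylenol orange as the 573 to 405 nm absorbance ratio. Arachidonic acid at 40 uM (final) was turned over for 30 min at room temperature by 150 nM human 12hLO, pH 7.0 Hepes buffer, after 15 min compound preincubation.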
# GLS inh: qHTS for Inhibitors of Glutaminase (GLS); Glutaminase kidney isoform, mitochondrial (Homo sapiens), O94925; GLS enzymatic activity, qHTS titration; Potency, µM (top dose mostly 45.5 µM), for inactives: at the top dose activity change, negative = inhibition, hits mostly inhibitors; hit rate 0.21% among 410,000; note: % is set by controls: 0 for no effect and ±100 for the full control effect
#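 Two-point fluorescence kinetic (t0, 30 min RT) for hKGA; glutamate detected via glutamate oxidase–HRP–Amplex Red. Substrate: 1 mM L-glutamine solution; buffer 45 mM KH2PO4, pH 8.2.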
# rTrxR1 inhibitor: qHTS Assay for Inhibitors of Mammalian Selenoprotein Thioredoxin Reductase 1 (TrxR1): qHTS; Thioredoxin reductase 1, cytoplasmic (Rattus norvegicus), O89049; recombinant rTrxR1, NADPH fluorescence consumption, selenite substrate; Potency, µM (doses to about 114 µM), without a hit: at the top dose activity change, negative = inhibition, actives largely listed as inhibitors; hit rate 1% among 390,000; AID 588453, 2011; note: % is set by controls: 0 for no effect and ±100 for the full control effect; nearly all actives have a fitted effect of over 65% in size
#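 Rat TrxR1 (90 nM in the dispensed reagent) was pre-reduced with 400 uM NADPH for 5 min at room temperature, then incubated with compound for 15 min. After 400 uM selenite was added, NADPH fluorescence (Ex 340/Em 450 nm) was followed for 8 min.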
# HP1b binding inh: HTS for Inhibitors of HP1-beta Chromodomain Interactions with Methylated Histone Tails; hit rate 0.56% among 390,000; Potency, µM (series often up to 114 µM), for the others: at the top dose activity change, negative = inhibition, usual class: inhibitors; AlphaScreen HP1-beta / biotin-H3K9me3 peptide binding; Chromobox protein homolog 1 (Homo sapiens), P83916; note: nearly all actives have a fitted effect of over 70% in size; inactives centre near 23
# Target sequence (P83916 whole entry, looked up): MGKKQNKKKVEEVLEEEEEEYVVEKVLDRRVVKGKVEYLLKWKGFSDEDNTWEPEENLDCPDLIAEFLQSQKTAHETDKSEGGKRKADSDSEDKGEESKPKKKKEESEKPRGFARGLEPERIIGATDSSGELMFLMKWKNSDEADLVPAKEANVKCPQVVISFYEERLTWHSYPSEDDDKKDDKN
#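 AlphaScreen: HP1-beta (50 nM) preformed 30 min with biotin-H3(1-18)K9me3 peptide (50 nM) in PBS pH 7.4, 0.01% Tween-20. Compound added for 30 min at RT, then streptavidin donor/nickel chelate acceptor beads (10 ug/mL) for 30 min.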
# ERG Ets-DNA blk: qHTS for Small Molecule Inhibitors of the ERG Ets/DNA interaction; Transcriptional regulator ERG (Homo sapiens), P11308; fluorescence polarization, His-ERG Ets domain / labelled DNA; Potency, µM (doses to about 76.9 µM), for inactives: at the top dose FP activity, negative = inhibition, actives largely listed as inhibitors; hit rate 0.028% among 370,000; active = well fitted inhibition curve with a large enough effect in the polarisation, with a control signal flat; inconclusive = small, poorly fitted or top-dose-only effect, or effect the other way, or a change in a side signal; inactive = no such curve, though single readings can be large or run the other way; the % refers to the polarisation;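 note: polarization taken with two DNA probes labelled with fluorescein and Texas red; % of control where 0% means no effect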
#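 His-tagged ERG Ets domain (1 uM in the protein solution; 300mM KCl, 50mM Tris-HCl, 1mM EDTA, 1mM DTT, pH 7.5) received compound, then a probe mix of 5 nM fluorescein-DNA and 100nM Texas-615-DNA. Fluorescence polarization was read for both dyes.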
# RGS4 inhibitor: Inhibitors of Regulator of G Protein Signaling (RGS) 4: qHTS. Regulator of G-protein signaling 4 (Homo sapiens), P49798. Transcreener GDP fluorescence polarization, RGS4-accelerated GTP hydrolysis. Potency, µM (top dose mostly 114 µM), for inactives: at the highest dose activity change, negative = inhibition, most hits filed as inhibitors. hit rate 0.039% among 390,000; note: % is set by controls: 0 for no effect and ±100 for the full control effect; nearly all actives have a fitted effect of over 75% in size; some results filed as inactive show a strong effect at the top dose
#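 MLSMR compounds (23 nl, pin-transferred) preincubated 10 min at room temperature with a 500nM (2x) first reagent, then RGS4 at 900nM (2x) plus Transcreener GDP mix added; fluorescence polarization (620/688 nm) read before and after 90 min at 30 °C.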
# JMJD2A Tudor: qHTS Assay for Inhibitors of JMJD2A-Tudor Domain; Lysine-specific demethylase 4A (Homo sapiens), O75164; AlphaScreen JMJD2A-Tudor / H3K4me3 peptide binding; Potency, µM (series often up to 114 µM), for the others: at the top dose activity change, negative = inhibition, usual class: inhibitors; hit rate 4.4% among 390,000; note: % is set by controls: 0 for no effect and ±100 for the full control effect; nearly all actives have a fitted effect of over 50% in size
# Pin1 inhibitor: qHTS Assay to Find Inhibitors of Pin1. Peptidyl-prolyl cis-trans isomerase NIMA-interacting 1 (Homo sapiens), Q13526. Pin1 FP peptide displacement, HiFluor488, 10 min. Potency, µM (titrated, usually from 115 µM), inactives show at the highest dose activity, negative = inhibition, most hits filed as inhibitors. hit rate 0.009% among 390,000; active = well fitted inhibition curve with a large enough effect in the polarisation, with a control signal flat, not every such curve was filed as active; inconclusive = small, poorly fitted or top-dose-only effect, or effect the other way, or a change in a side signal; inactive = no such curve, though single readings can be large or run the other way; the % refers to the polarisation; note: % is set by controls: 0 for no effect and ±100 for the full control effect
# Target sequence (Q13526 whole entry, looked up): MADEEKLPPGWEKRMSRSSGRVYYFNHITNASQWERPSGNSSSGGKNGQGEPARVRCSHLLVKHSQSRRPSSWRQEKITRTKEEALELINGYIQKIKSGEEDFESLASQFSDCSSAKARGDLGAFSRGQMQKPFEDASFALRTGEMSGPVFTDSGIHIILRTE
# * = called active by the depositor; i = inactive; ? = inconclusive; / = not tested or not shown; & = joins results of further samples; [ ] = another dose, or the depositor's remark. Unless noted, calls come from the whole dose curve; as a rule, active = well fitted curve in the direction sought with a large enough effect; inconclusive = small, poorly fitted or top-dose-only effect, or another doubt; inactive = no such curve, though single readings can be large; an effect the other way counts as inactive or inconclusive. Potency is the fitted concentration of half-maximal effect. These rows are one share of the data; count on the stated rates, not on these rows.
# Screens in order: RGS4 inhibitor | ALOX12 inh | rTrxR1 inhibitor | GLS inh | ERG Ets-DNA blk | JMJD2A Tudor | HP1b binding inh | Pin1 inhibitor | Tb PGK inh
Cc1cccc(NC(=O)c2ccc(S(=O)(=O)N3CCCCC3C)cc2)n1 (stereo not given)
  -7.6% | -0.7% | 16.7% | -2.6% | -21.7% | -3.7% | 16.9% | 1.0% | i
Clc1ccc(CNCC2CCCO2)c(Cl)c1 (stereo not given)
  7.2% | -13.9% | 27.6% | -5.3% | -11.7% | -2.3% | 50.2%[activator] | -1.2% | -3.8%
CSc1ncc(C(=O)O)n1-c1ccc(F)cc1
  26.6% | -7.6% | 21.1%[57.1 µM] | 15.6% | -17.1% | -21.6% | 20.3% | -11.1% | -0.4%
CCCSc1nc(N)c2c3c(sc2n1)CN(C)CC3
  -39.1% | / | 3.8% | -1.7% | 0.8% | -13.5% | 40.5%[activator] | 18.1% | i
CCC(C)(C)C(=O)Nc1ccc(C(N)=O)cc1
  -14.0% | 0.0% | 18.6%[57.1 µM] | 1.7% | 4.0% | -0.7% | 24.6% | 1.8% | -3.2%
CCC(/C=C1\Sc2ccc(OC)cc2N1CC)=C\c1sc2ccc(OC)cc2[n+]1CCCS(=O)(=O)[O-]
  -55.7%[11.4 µM] | -7.5% | 47.2%[activator] | 5.7% | 134.5%[activator] | ? | -21.4% | 16.8% | ?
COc1ccc(N=C2NN=C(c3ccc4c(c3)OCCO4)CS2)cc1
  -27.1% | -23.0% | -2.9% | -4.3% | 8.0% | ? | ? | 0.7% | -5.0%
Cc1cc(Br)c(NC(=O)CCl)c(Br)c1
  -17.2% | -6.7% | ? | 0.3% | -0.7% | 5.0%[57.1 µM] | 26.3% | -3.8% | 8.8%
C(#CC1CCCC1)c1ccc2c(c1)COc1c3ccccc3nn1-2
  -9.4% | -1.2% | 2.0%[57.1 µM] | -5.0% | -7.8% | -4.3% | 40.5%[activator] | 5.7% | i
Oc1c(C=Nc2ccccc2Cl)[nH]c2ccccc12
  -8.6% | -14.0% | -13.4% | 7.6% | 15.7% | ? | -22.2% | ? | -0.1%
O=C(CCN1CCN2CCCC2C1)N1c2ccccc2Sc2ccc(Cl)cc21 (stereo not given)
  -5.8% | ? | 17.1% | 11.0%&30.6% | 1.9% | -24.6% | -7.9% | -0.6% | -9.6%
COc1ccccc1C(=O)Nc1ccc(OCc2cc(=O)n3cc(C)sc3n2)cc1
  31.4% | -5.3% | 7.8% | -11.2% | -1.9% | -10.3% | 25.2% | -1.7% | -1.8%
Cc1cccc(Oc2ncnc(N)c2[N+](=O)[O-])c1
  -19.4% | -11.3% | -6.6%[57.1 µM] | 10.8% | 2.1% | -10.9% | 24.1% | -6.6% | 0.3%
CCOc1ccccc1CN(CCc1ccc2c(c1)OCO2)Cc1ccccn1
  15.2% | 0.0% | 4.6% | 12.6% | -8.4% | 3.16µM* | ? | -0.9% | 0.1%
CC(=O)Nc1ccc(-c2csc(NCc3ccco3)n2)cc1
  -23.7% | ? | 1.7%[57.1 µM] | 24.8% | -12.0% | ? | -28.0% | 10.0% | 3.7%
Cc1cc(Cl)cc(Cl)c1OCCCCN(C)C
  17.2% | -21.1% | -8.7% | 6.8% | -3.5% | 44.7µM* | ? | -1.5% | -6.1%
CCC(C)C(NS(=O)(=O)c1ccc(C)cc1)C(=O)O (stereo not given)
  -3.9% | -2.7% | 13.1% | 0.0% | 15.3% | -13.2% | 6.6% | -6.2% | -9.1%
COc1ccc(NC(=O)CSc2nc3c([nH]c4ccccc43)c(=O)n2C)cc1
  6.4%&-21.2% | -0.9%&-2.7% | 5.2% | 10.7%&4.0% | -7.2%&1.4% | -23.4%&2.6% | 26.3% | -8.4%&-0.8% | -7.4%&-7.5%
COc1ccc(C=NNC(=O)c2ccccc2OCc2ccc(F)cc2)c(OC)c1
  -5.9% | ? | 11.0% | 3.1% | -4.8% | -17.8% | 30.2% | -0.7% | i
COc1ccc(-c2nn3c(-c4ccc(C)cc4)nnc3c3ccccc23)cc1
  6.3% | 0.0% | 38.6%[activator] | -4.5% | 3.1% | -6.9% | 30.4% | 1.7% | -3.3%
O=C(COC(=O)/C=C/c1ccccc1Cl)NC(=O)NCc1ccccc1
  -3.3% | 0.0% | 4.5% | -8.3% | / | -1.4% | 37.8% | 0.5% | -13.0%
O=C(NCc1ccccc1)c1ccc(COCC(F)(F)F)o1
  -1.6% | 1.3% | 14.7% | -7.5% | / | -12.8% | 22.0% | -3.1% | /
O=S(=O)(c1ccc2nc(Cc3ccccc3)[nH]c2c1)N1CCOCC1
  8.8% | ? | ? | 1.9% | / | -25.0% | 15.3% | 1.1% | -2.3%
CCN(CC)S(=O)(=O)c1ccc(Cl)c(NC(=O)c2ccncc2)c1
  5.8% | 4.1% | 10.8%[57.1 µM] | 0.8% | 0.3% | -1.0% | 28.0% | -2.1% | -6.8%
COc1cc(C(=O)OC(C)C(=O)N2CCc3ccccc3C2)ccc1OCC(=O)N1CCOCC1 (stereo not given)
  -0.3% | 0.0%[57.4 µM] | -2.3% | -7.9% | -3.4% | 3.0% | 47.1%[activator] | -0.2% | -3.1%
O=C(CSc1cn[nH]n1)Nc1cccc(C(F)(F)F)c1
  11.2% | 13.5% | 16.6% | 5.8% | 8.8% | -1.4% | 44.1%[activator] | 3.1% | 0.1%
CC(C)OCCCNC(=O)c1ccc(CS(=O)(=O)Cc2ccccc2F)o1
  2.4% | 1.0% | -9.2% | -1.8% | -3.8% | -10.6% | 16.6% | 3.7% | 5.6%
O=[N+]([O-])c1cccc(NC(=S)N2CCc3ccccc32)c1
  3.6% | 2.1% | 10.5% | 1.4% | -15.6% | ? | 4.8% | 0.5% | -1.8%
CCCCOCc1cc(CN2CCN(c3cccc(Cl)c3)CC2)c(O)c2ncccc12
  13.9% | ? | 21.1% | -14.8% | -0.4% | 3.98µM* | 59.2%[activator] | 16.0% | /
Oc1ccccc1Cc1c(O)ccc2ccccc12
  -12.5% | ? | 18.0% | 24.3% | 8.5% | -25.7% | 15.6% | -0.2% | -3.6%

# Remaining list, next part:
# Screens in order: RGS4 inhibitor | ALOX12 inh | rTrxR1 inhibitor | GLS inh | ERG Ets-DNA blk | JMJD2A Tudor | HP1b binding inh | Pin1 inhibitor | Tb PGK inh
COc1ccc(Cl)cc1NC(=O)C(C)Sc1nncn1C (stereo not given)
  34.0% | 8.6% | 13.9%[57.1 µM] | 6.9% | 0.4% | -4.5% | 18.1% | -4.6% | 5.2%
COc1ccc(C(=O)COC(=O)c2cccnc2SC)cc1
  -4.6% | -4.1% | -0.2%[57.1 µM] | 0.7% | -0.5% | -10.4% | 20.2% | 0.5% | -10.3%
O=C1CCCC2=C1C1(O)C(=O)c3ccccc3C1(O)O2 (stereo not given)
  1.6%[11.4 µM] | ? | 5.6%[57.1 µM] | -13.0% | -1.7% | -11.0%[11.4 µM] | 38.0% | 0.6% | -5.2%
CC(=O)c1cccc(NC(=O)C2C3C=CC(C3)C2C(=O)O)c1 (stereo not given)
  -22.0% | -4.6% | 16.0% | -0.9% | -1.0% | -5.8% | 50.0%[activator] | -12.0% | i
Cc1ccc(CNC(=O)CCc2nnc(Cc3ccc(-c4ccccc4)cc3)o2)o1
  ? | -60.5% | ? | -12.5% | 5.6% | -12.5% | 12.4% | 13.3% | 0.7%
COC(=O)c1ccccc1NC(=O)Nc1cccs1
  -4.6% | ? | -11.6% | 7.9% | -1.9% | -7.7% | 0.0% | 40.0%[activator] | 4.6%
O=C(/C=C/c1ccccc1)Nc1scc(-c2ccccc2)c1C(=O)O
  5.6% | 0.0% | 1.6%[57.1 µM] | 10.3% | -12.1% | -19.6% | 16.3% | -0.8% | -8.9%
O=Cc1cc(-c2ccccc2)[nH]c1-c1ccccc1
  -10.4% | -3.4% | 28.2% | -1.4% | 5.9% | -17.1% | 44.9%[activator] | 55.3%[activator] | 1.2%
COc1cc(F)ccc1S(=O)(=O)NCc1cccnc1
  -9.3% | 44.1%[activator] | 3.7% | -4.3% | 11.8% | 6.3% | 27.4% | 0.5% | i
Cc1ccccc1-c1nc2cc(NC(=O)Cc3ccc(Cl)cc3)ccc2o1
  -5.4% | -9.5% | 14.3% | 11.0% | 1.7% | -9.5% | 20.1% | ? | 12.5%
O=C(COC(=O)c1cc(=O)c2ccccc2o1)Nc1ccc2ccccc2c1
  9.7% | -31.4%&-7.4% | -11.1% | 1.5% | 1.5% | 2.1% | 22.8% | -0.1% | -2.5%
C/C(N)=C(/C#N)C(=O)COC(=O)c1cccc(C)c1O
  14.4% | -10.9% | 28.5% | 1.6% | 8.6% | 7.8% | 35.9%[activator] | -0.7% | -4.4%
Cc1cccc(C(=O)N/C(=C\c2ccco2)C(=O)N2CCCCCC2)c1
  -41.8% | -29.3% | -10.1% | -1.5% | 6.2% | -5.6% | 0.2% | 0.5% | -7.7%
